Assay outcomes from PubChem.
FAS TE block = inhibitors of human fatty acid synthase thioesterase domain; P49327; recombinant FAS-TE, OMFH fluorogenic substrate, fluorescence endpoint; inhibition, % at 15 µM; 360,000 compounds, 0.67% hits; AID 602261;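 active = compounds whose normalised, plate-corrected inhibition of enzyme fluorescence in the single-dose primary screen is 50% or more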;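 also: 0% = DMSO with enzyme and 100% = substrate without enzyme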
MT1-MMP act inh = blocks activation of human MT1-MMP; 360,000 compounds, 0.061% hits; HT1080 RFP-PRO-GFP cells, GFP/RFP ratio fluorescence, overnight; percent of plate control window, DMSO zero; GFP/RFP ratio change, % at 20 µM; P50281;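 active = GFP/RFP ratio change of at least 30% with cell ATP level not reduced by more than half and red fluorescence within 50% of control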; also: strong numbers were not always called active
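Material – HT1080 RFP-PRO-GFP cells · Control set – DMSO wells and RFP-L50D-GFP cells · Incubation – overnight cell settling, then overnight compound exposure, 37 °C, 5% CO2 · Compound dosing – single-point 20 µM compound, 1% DMSO · Read-out – GFP/RFP fluorescence ratio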
eLon inh = inhibitors of E. coli Lon protease; purified E. coli Lon protease, fluorescence polarization; 360,000 compounds, 0.42% hits; AID 602123; inhibition, % at 7.94 µM; P0A9M0; in the data active = inhibition above about 13%, passing the limit was not always enough;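 also: 0% = enzyme with probe and DMSO and 100% = no enzyme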
MLLE-PAM2 inh = inhibitors of microRNA-mediated deadenylation, human PABP1 MLLE binding | P11940 | GST-MLLE / FITC-PAM2 fluorescence polarization | inhibition, % at 20 µM | 360,000 compounds, 0.36% hits | AID 588489; in the data active = inhibition above about 35%, passing the limit was not always enough;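 also: plate controls were DMSO wells with GST-MLLE for no effect and wells lacking GST-MLLE protein for full effect; some results filed as inactive read as strong as hits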
Target sequence (P11940 whole entry, looked up): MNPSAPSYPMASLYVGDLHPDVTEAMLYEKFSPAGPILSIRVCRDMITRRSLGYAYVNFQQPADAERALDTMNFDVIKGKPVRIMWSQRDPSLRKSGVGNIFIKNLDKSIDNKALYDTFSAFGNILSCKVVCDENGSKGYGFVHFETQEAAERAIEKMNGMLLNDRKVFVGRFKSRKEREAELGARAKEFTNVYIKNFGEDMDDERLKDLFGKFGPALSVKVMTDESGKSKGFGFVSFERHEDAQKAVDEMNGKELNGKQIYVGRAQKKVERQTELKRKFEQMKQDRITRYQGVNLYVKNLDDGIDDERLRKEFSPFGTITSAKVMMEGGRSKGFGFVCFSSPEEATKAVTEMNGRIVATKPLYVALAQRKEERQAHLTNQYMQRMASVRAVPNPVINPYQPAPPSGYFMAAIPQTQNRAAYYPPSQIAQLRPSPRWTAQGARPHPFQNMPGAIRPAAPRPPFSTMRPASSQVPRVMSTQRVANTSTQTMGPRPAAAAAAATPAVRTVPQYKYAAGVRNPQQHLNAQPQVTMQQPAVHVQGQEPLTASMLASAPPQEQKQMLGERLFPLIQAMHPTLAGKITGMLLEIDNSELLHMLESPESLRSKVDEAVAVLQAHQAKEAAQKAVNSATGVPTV
Rin1-Abl PPI inh = inhibitors of human Rin1-Abl protein interaction; 360,000 compounds, 0.4% hits; inhibition, % at 7.35 µM; TR-FRET Rin1/Abl binding, biochemical; P00519+Q13671; AID 588664; in the data active = inhibition above about 5%, passing the limit was not always enough
Rpn11 block = inhibitors of human proteasome Rpn11. O00487. human 26S proteasome, Ub4-pepOG fluorescence polarization; 20S core pre-blocked with epoxomicin. calls only at 20 µM. 360,000 compounds, 0.59% hits. AID 588493;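 active = inhibition at 20 µM, scaled to each plate's controls, above about 33%, limit read from the data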
bovine MsrA act = bovine methionine sulfoxide reductase A activation; purified bovine MsrA, absorbance read-out; activation, % at 10.6 µM; 360,000 compounds, 0.3% hits; in the data active = activation above about 7.5%;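 also: 0% = vehicle and 100% = reference activator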
CSN inh = inhibitors of human CSN-mediated cullin deneddylation. AID 651999. Purified CSN, SCF-Nedd8-OG deneddylation, fluorescence polarization. Q92905. inhibition, % at 12.5 µM. 360,000 compounds, 0.38% hits;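 active = pattern-corrected inhibition above about 35%, with an unprinted fluorescence ratio check between 0.5 and 1.5, limit read from the data, passing the limit was not always enough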;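 also: 0% = enzyme with substrate and 100% = substrate without enzyme; some results filed as inactive read as strong as hits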
Target sequence (Q92905 whole entry, looked up, one chain of several): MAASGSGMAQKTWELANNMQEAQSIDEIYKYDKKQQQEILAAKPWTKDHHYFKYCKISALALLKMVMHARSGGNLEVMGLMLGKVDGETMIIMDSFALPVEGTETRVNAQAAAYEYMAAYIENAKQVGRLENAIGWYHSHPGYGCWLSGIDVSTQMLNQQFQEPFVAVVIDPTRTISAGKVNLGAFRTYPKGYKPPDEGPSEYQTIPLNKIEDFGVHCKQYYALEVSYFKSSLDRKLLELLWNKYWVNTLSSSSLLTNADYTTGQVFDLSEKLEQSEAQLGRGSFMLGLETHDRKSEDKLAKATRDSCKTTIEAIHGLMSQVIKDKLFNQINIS
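Assay system: HEK293T-derived human Csn5 enzyme; quantity: 0.24 nM enzyme; medium: Tris/NaCl/DTT buffer, pH 7.5; also added: substrate SCFSkp2-Nedd8OG, 10 nM; doses: 12.5 µM compound; schedule: 90 min reaction at room temperature; signal: FP; read-out: % inhibition of substrate cleavage by Csn5; benchmarks: substrate-only high control, full reaction low control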
MsrA inhibitor = inhibitors of bovine MsrA. purified bovine MsrA, absorbance read-out. inhibition, % at 15.5 µM. 360,000 compounds, 0.75% hits. AID 651718; in the data active = inhibition above about 4.5%;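 also: 0% = vehicle wells with enzyme and 100% = reference inhibitor wells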
* marks the source's active call; other numbers are inactive results; i = inactive; . = not tested or not shown; + = active, no number.

SMILES | FAS TE block | MT1-MMP act inh | eLon inh | MLLE-PAM2 inh | Rin1-Abl PPI inh | Rpn11 block | bovine MsrA act | CSN inh | MsrA inhibitor
CCOC(=O)/C(C#N)=C1/SC(CC)C(=O)N1c1ccc(Br)cc1 (stereo not given) | 4 | 3 | 0 | 7 | -2 | i | -4 | -1 | 0.5
Cc1cc(C)c(C)c(S(=O)(=O)N(C)C2CCN(C)CC2)c1C | 2 | -5 | 1 | 0 | 2 | i | -5 | 3 | -0.5
O=C(CSc1nnnn1-c1ccc(C(=O)O)cc1)NC1CCCCC1 | -5 | -3 | -9 | -15 | 0 | i | -2 | 0 | 1.4
Cc1cc(C)cc(NC(=O)CSc2nc3[nH]c(=O)cc(O)c3s2)c1 | -4 | -3 | -6 | 5 | 3 | i | 2 | 5 | 2.2
O=C(NC1CCCCC1)C(c1ccc(O)c(O)c1)N(C(=O)Cn1nnc2ccccc21)c1cccc(O)c1 (stereo not given) | -5 | 8 | -8 | 9 | 6 | i | 4 | -6 | -0.7
CC12CCC(C/C1=N/NC(=O)Nc1ccccc1)C2(C)C (stereo not given) | 0 | 0 | -11 | -2 | -4 | i | -8 | 1 | 0.3
COc1ccccc1-c1c(C)nn2c(N3CCCCCC3)cc(C)nc12 | 8 | 21 | 7 | -9 | 3 | i | 0 | -1 | 0.8
O=C(CSc1nnc(CNC(=O)c2c(F)cccc2F)o1)Nc1ccc2c(c1)OCCO2 | -4 | -1 | -11 | 23 | -3 | i | -8 | 6 | -0.6
Cc1cccc(NC(=O)Cn2cnc3ccc(S(=O)(=O)N4CCC(C)CC4)cc3c2=O)n1 | 10 | -3 | -2 | -23 | -1 | i | -2 | 3 | 0.8
Fc1cccc(C2CC(c3cccc(Br)c3)Nc3nnnn32)c1 (stereo not given) | 6 | -4 | -4 | -5 | 0 | i | 0 | 4 | 0.3
CNC(=S)N(Cc1ccccc1)Cc1cccnc1 | 1 | 1 | 1 | -123 | 0 | i | -1 | 2 | -0.3
Cc1nc(CS(=O)(=O)c2ccccn2)sc1C(=O)NNC(=O)c1ccccc1 | -7 | 4 | -6 | -4 | 0 | i | -2 | 2 | 0.5
C/C(CCC(C)C)=N\NS(=O)(=O)c1ccc(C)c([N+](=O)[O-])c1 | 24 | -3 | -12 | 8 | -2 | i | -4 | 2 | -0.5
COCCNc1nc(NCCOc2ccccc2Cl)c2sc(-c3ccccc3)cc2n1 | 7 | -2 | 5 | -9 | 1 | i | -1 | 4 | 0.2
O=C1c2ccccc2-c2n[nH]c(=O)c3ccc(N4CCCCC4)c1c23 | 10 | 7 | 14 | 5 | -6 | i | 0 | 2 | 2.5
CCN(CC)S(=O)(=O)c1ccc(N2CCCCC2)c(NC(=O)/C(C#N)=C/c2ccc(OC)cc2)c1 | 33 | -2 | -1 | -13 | -3 | i | -2 | -10 | 1.4
CCOC(=O)c1ccccc1NC(=O)COC(=O)CCCOc1ccccc1 | 25 | -3 | -9 | -5 | 1 | i | -4 | -2 | -0.4
O=C(CN1CCN(c2ccccc2F)CC1)c1c[nH]c2ccccc12 | -2 | -5 | -6 | 9 | -3 | i | -1 | -4 | 0.3
COc1ccc(C(=O)N2CCCC(C(=O)O)C2)c2ccccc12 (stereo not given) | -3 | 6 | -7 | 4 | -2 | i | -2 | 0 | -0.6
CCCCn1c(N)c(N(CCOC)C(=O)CCNC(=O)c2ccc(Cl)cc2)c(=O)[nH]c1=O | -6 | -6 | 1 | -25 | -5 | i | 1 | -1 | 0.3
COc1cccc(/C=N/n2c(SC)nnc2-c2ccccc2)c1O | -3 | -82 | 1 | 4 | -1 | i | -1 | -2 | 0.0
COc1ccc(CNc2nc3ccccc3n2CCN2CCCCC2)c(OC)c1 | -3 | 5 | 5 | 1 | -3 | i | -7 | 1 | -0.6
CCOc1ccc(CN(C(=O)c2cc3ccccc3oc2=O)C2CC2)cc1 | 8 | 1 | -5 | 4 | 0 | i | 0 | 0 | 0.8
Cc1cnnc2c1-c1no[n+]([O-])c1CC2 | 2 | -1 | -2 | 1 | 1 | i | -8 | -1 | 1.8
O=C(OCC(=O)N1CCCCC1)c1cc(NS(=O)(=O)c2ccc(Cl)c([N+](=O)[O-])c2)ccc1O | 8 | 4 | 2 | 3 | 0 | i | -1 | -11 | -1.4
COc1ccc(-c2nc(N3CCOCC3)nc3n[nH]c(N)c23)cc1 | -4 | -12 | -8 | 1 | 2 | i | -3 | 0 | 0.9
COC(=O)c1ccc(CNC(=O)C2CCC(=O)N(CCc3ccccn3)C2)cc1 (stereo not given) | -8 | 4 | -1 | 0 | 0 | i | 6 | 0 | 1.0
Cc1cc(C)c2oc(-c3ccc(Cl)c(NC(=O)c4ccc(C#N)cc4F)c3)nc2c1 | 1 | -6 | 3 | -8 | 0 | i | -4 | -7 | -1.5
Cn1c(C(=O)N2CCN(c3cccc(C(F)(F)F)c3)CC2)cc2sccc21 | 30 | 4 | -5 | -11 | -1 | i | -1 | 0 | -0.1
CCOC(=O)C1(C)CCCN1C(=O)c1cc(F)ccc1C (stereo not given) | -4 | 1 | -3 | 5 | 0 | i | -5 | 3 | -0.8

Single entries from the entries so far.
Under MT1-MMP act inh, COc1ccc(-c2nc(N3CCOCC3)nc3n[nH]c(N)c23)cc1 shows -12
Under CSN inh, CCOC(=O)c1ccccc1NC(=O)COC(=O)CCCOc1ccccc1 shows -2
Under MsrA inhibitor, COc1cccc(/C=N/n2c(SC)nnc2-c2ccccc2)c1O shows 0.0
Under MLLE-PAM2 inh, COc1ccc(C(=O)N2CCCC(C(=O)O)C2)c2ccccc12 (stereo not given) shows 4

Reprinted at random: 2 entries already listed
SMILES | FAS TE block | MT1-MMP act inh | eLon inh | MLLE-PAM2 inh | Rin1-Abl PPI inh | Rpn11 block | bovine MsrA act | CSN inh | MsrA inhibitor
COc1ccc(C(=O)N2CCCC(C(=O)O)C2)c2ccccc12 (stereo not given) | -3 | 6 | -7 | 4 | -2 | i | -2 | 0 | -0.6
CCOC(=O)C1(C)CCCN1C(=O)c1cc(F)ccc1C (stereo not given) | -4 | 1 | -3 | 5 | 0 | i | -5 | 3 | -0.8

The listing continues.
SMILES | FAS TE block | MT1-MMP act inh | eLon inh | MLLE-PAM2 inh | Rin1-Abl PPI inh | Rpn11 block | bovine MsrA act | CSN inh | MsrA inhibitor
Nc1ccc(C#Cc2ccc3oc4ccccc4c(=O)c3c2)cc1 | 5 | -1 | 7 | -15 | 2 | i | -1 | -1 | 1.4
COCCN(CCOC)c1ncc(Cl)c(C(=O)c2c(C)cc3ccccn23)n1 | -3 | -6 | -1 | -2 | 1 | i | -9 | -2 | -0.1
Nc1nc(CN2CCc3ccccc3C2)nc(Nc2ccccc2)n1 | -2 | -6 | -1 | 10 | 6 | i | -14 | -2 | 0.7
CCC(=O)n1nc(-c2ccco2)nc1SCc1ccccc1 | 2 | -6 | -5 | -14 | 0 | i | -2 | 1 | 0.7
O=C(CCl)Nc1ccccc1C(=O)c1ccccc1 | -11 | -5 | 7 | -2 | 1 | i | -14 | 2 | -0.4
O=C1OC(Nc2cc(Br)cc3cccnc23)c2ccccc21 (stereo not given) | -1 | 1 | 42* | 8 | 3 | i | 3 | 1 | 2.2
CCN(C(=O)COC(=O)c1cc(OC)c(OC)cc1[N+](=O)[O-])C1CCS(=O)(=O)C1 (stereo not given) | -4 | -3 | -12 | -3 | -4 | i | -1 | 3 | 0.9
COC(=O)c1cc2nc(-c3ccc(OC)c(OC)c3)cc(C(F)(F)F)n2n1 | -3 | -2 | -4 | -11 | -3 | i | -6 | 5 | -0.1
COC(=O)[C@@]1(C)[C@H]2C(=O)N(Cc3ccccc3)C(=O)[C@H]2[C@H]2CN=C(SCc3ccc(C)cc3)N21 | 5 | 3 | 0 | 3 | -1 | i | 1 | -2 | -0.7
N/C(=N\C(=S)Nc1ccccc1)c1ccccc1 | 2 | 5 | -3 | 30 | -1 | i | 0 | 2 | -0.4
O=C(Nc1cccc(S(=O)(=O)NC2=NCCC2)c1)c1ccc(F)cc1F | -5 | 7 | 4 | -4 | 3 | i | -1 | 5 | -0.1
CCN1CCN(c2ccc(S(=O)(=O)N3CCCCC3)cc2NC(=O)/C=C/c2ccc(OC(F)F)cc2)CC1 | 14 | 1 | 11 | -118 | 0 | i | -7 | 1 | -0.2
CCCCNC(=O)c1cc2c(=O)n3cccc(C)c3nc2n(Cc2ccncc2)c1=N | -2 | 2 | 5 | 4 | -7 | i | -3 | 5 | -0.3
COc1ccc(/C=N/NC(=O)c2cccnc2)cc1CN1CCCc2ccccc21 | 6 | 1 | 4 | -13 | -3 | i | -3 | -1 | 2.0
CCn1c(Cc2ccccc2)nnc1SCC(=O)Nc1cc(C)on1 | -2 | 3 | 2 | -9 | -1 | i | 2 | -3 | .

Printed as active in eLon inh, of those listed so far:
Molecule | MT1-MMP act inh | eLon inh | MLLE-PAM2 inh | Rin1-Abl PPI inh | Rpn11 block | bovine MsrA act | CSN inh | MsrA inhibitor
O=C1OC(Nc2cc(Br)cc3cccnc23)c2ccccc21 (stereo not given) | 1 | 42* | 8 | 3 | i | 3 | 1 | 2.2

Some of these compounds in order of their number in bovine MsrA act, smallest number first:
SMILES	MT1-MMP act inh	eLon inh	MLLE-PAM2 inh	Rin1-Abl PPI inh	Rpn11 block	bovine MsrA act	CSN inh	MsrA inhibitor
COc1ccc(CNc2nc3ccccc3n2CCN2CCCCC2)c(OC)c1	5	5	1	-3	i	-7	1	-0.6
CCOC(=O)/C(C#N)=C1/SC(CC)C(=O)N1c1ccc(Br)cc1 (stereo not given)	3	0	7	-2	i	-4	-1	0.5
CNC(=S)N(Cc1ccccc1)Cc1cccnc1	1	1	-123	0	i	-1	2	-0.3

Remaining list, next part.
SMILES | FAS TE block | MT1-MMP act inh | eLon inh | MLLE-PAM2 inh | Rin1-Abl PPI inh | Rpn11 block | bovine MsrA act | CSN inh | MsrA inhibitor
COc1ccc(NC(=O)C2=C(C)NC(=O)NC2c2cccs2)c(OC)c1 (stereo not given) | -2 | 1 | 12 | -2 | 1 | i | -1 | -7 | 0.9
CCN(C(=O)COC(=O)c1n[nH]c2ccccc12)C1CCS(=O)(=O)C1 (stereo not given) | -7 | 4 | -2 | -42 | -2 | i | -3 | -6 | 0.2
C=C(C)CN1CCN(S(=O)(=O)c2ccc(C)c(N(C)S(=O)(=O)c3ccc(C)cc3)c2C)CC1 | 31 | -11 | -19 | -16 | -3 | i | 0 | 4 | 0.6
Cc1cc(S(=O)(=O)NCc2ccco2)c(C)s1 | 4 | -1 | -5 | -5 | -3 | i | 0 | 2 | -0.1
CC1(C(=O)Nc2cccc(C(F)(F)F)c2)Cc2c(-c3cccc(C(N)=O)c3)ccnc2O1 (stereo not given) | 13 | 0 | 6 | 2 | -2 | i | -2 | 0 | 0.1
COc1ccc(NC(=O)CN2CCN(c3ccccc3)CC2)cc1 | -3 | -1 | -4 | 9 | 6 | i | -7 | 2 | 0.9
Nc1nc(-c2cccnc2)nn1S(=O)(=O)c1ccccc1 | -6 | -4 | 3 | 1 | 4 | i | -7 | 0 | -0.8
Cc1ccc(NC(=O)C(C)Sc2nc(-c3ccccc3)cc(=O)[nH]2)cc1 (stereo not given) | -7 | 9 | -3 | 3 | 2 | i | 0 | 2 | -0.7
CCC(=O)N1CCc2cc(S(=O)(=O)N3CCc4ccccc4C3)ccc21 | 7 | -2 | 7 | -3 | -5 | + | -4 | 78* | 0.3
Cc1nnc(C)c2c(C)n(-c3ccc(Cl)c(N)c3)c(C)c12 | 0 | 0 | -7 | -19 | -5 | i | -1 | 0 | -0.5
